# Screening data deposited in PubChem by MTDP.
# RNase H inhibition – RNase H inhibition, HIV 1 Gag Pol polyprotein, FRET biochemical assay, screening (AID 372); HIV-1 RT RNase H, FRET RNA/DNA substrate fluorescence; higher % means a stronger effect; inhibition, % at 10 µM; hits with a dose series show IC50 in µM; hit rate 0.77% among 100,000; in the data active means inhibition above about 50%
# * marks the source's active call; other numbers are inactive results. A portion of the library; the hit share may differ from the screen's.
SMILES,RNase H inhibition
CCOC(=O)C(CCC(OC(=O)c1ccccc1)(C(=O)OCC)C(=O)OCC)(OC(=O)c1ccccc1)C(=O)OCC,12%
O=c1[nH]c(N2CCCCC2)nc2ncn(Cc3ccccc3)c12,15%
CC(C)(C)c1cc(CCC(=O)NCCN2C(=O)c3ccccc3C2=O)cc(C(C)(C)C)c1O,2%
CCOc1ccc(N2C(=O)NC(=O)/C(=C\C=C\c3ccccc3)C2=O)cc1,1%
O=C(Nc1ccccc1-c1nc2ccccc2[nH]1)c1ccc(S(=O)(=O)N2CCCC2)cc1,0%
COc1cccc(OCCOCCN2CCCC2)c1,0%
COc1cc2ccccc2cc1C(=O)Nc1ccc(I)cc1Cl,18%
O=C(/C=C/c1ccc(F)cc1)c1ccccc1O,9%
COc1ccccc1OCCn1cc(C=O)c2ccccc21,9%
O=C1NC(=O)N(c2ccccc2)C(=O)/C1=C\c1ccccc1OCc1ccccc1F,0%
Fc1ccc(N=Cc2cccc(OCc3ccccc3)c2)cc1,4%
C=CCN1C(=O)/C(=C/c2sccc2C)SC1=S,32%
Cc1cc(C)cc(N2C(=O)NC(=O)/C(=C\c3ccc(O)c(Br)c3)C2=O)c1,11%
COCCCNC(=O)/C(=C/c1cccc([N+](=O)[O-])c1)NC(=O)c1ccc(OC)cc1,0%
Cc1cc(Br)ccc1NS(=O)(=O)c1ccc([N+](=O)[O-])cc1,7%
O=C1c2ccccc2C(=Nc2ccc(Cl)cc2)C1c1ccc2ccccc2c1 (stereo unspecified),21%
CC(C)(C)c1ccc(/C=C2\NC(=S)N(c3ccccc3)C2=O)cc1,6%
CCOc1cccc(N2C(=O)/C(=C/c3ccc(-c4ccc([N+](=O)[O-])cc4OC)o3)C(=O)NC2=S)c1,18%
CCOc1ccccc1-c1nc(SCC(=O)O)n[nH]1,3%
CCOc1cc(-c2ccc3c(c2)OCO3)cc(=O)c2c(C)oc(C)c12,13%
COc1cccc(C(=O)Nc2cccc(-c3cn4ccccc4n3)c2)c1,14%
CCCCSc1nnc2c(n1)OC(c1ccc(N(C)C)cc1)Nc1ccccc1-2 (stereo unspecified),3%
O=C(NCCOC(=O)c1ccccc1)c1ccc([N+](=O)[O-])cc1,9%
COc1ccc(N(CC(O)CN(Cc2ccccc2)Cc2ccccc2)S(=O)(=O)c2ccccc2)cc1 (stereo unspecified),13%
COCCOC(=O)c1c(C)oc2ccc(OC(=O)c3cc4ccccc4o3)cc12,13%
CN(C(=O)c1ccc(C(=O)c2ccccc2)cc1)c1ccccc1,4%
COc1ccccc1N(CC(=O)N1CCOCC1)S(=O)(=O)c1ccccc1,6%
N#CC1=C(N)C(C#N)(C#N)C(c2ccc(Cl)cc2Cl)C2CCCC=C12 (stereo unspecified),31%
COc1ccc(C(=O)N/N=C/c2cn(-c3ccccc3)nc2-c2ccc(F)cc2)cc1,17%
Cc1ccc(-c2nc3ccccc3o2)cc1NC(=O)c1ccc2c(c1)OCCO2,23%
COc1ccc(N(C(C)C(=O)Nc2ccc(I)cc2)S(C)(=O)=O)cc1 (stereo unspecified),10%
Nc1nnc(SCC(=O)Nc2cccc(C(F)(F)F)c2)s1,0%
O=C(O)c1cccc(NS(=O)(=O)c2ccc(Sc3ccc(S(=O)(=O)Nc4cccc(C(=O)O)c4)cc3)cc2)c1,0%
CC(C)CC(=O)NC(NC(=O)CC(C)C)c1ccccc1,4%
COc1cc(NC(=O)C(C)Oc2ccccc2)c(OC)cc1NC(=O)C(C)Oc1ccccc1 (stereo unspecified),6%
Cc1ccc(-c2nc3ccccc3s2)cc1NC(=S)NC(=O)c1ccc(F)cc1,49%
N#CSc1cnc(NC2CCCCC2)s1,6%
O=C(O)C1C2CCC(O2)C1C(=O)NCc1ccco1 (stereo unspecified),8%
C=C(Br)n1c(COc2ccccc2)nc2ccccc21,0%
CCC1=NN2C(=N)/C(=C/c3ccc(-c4ccc([N+](=O)[O-])cc4Br)o3)C(=O)N=C2S1,16%
C#CCOC(=O)CCN1C(=O)c2cccc3cccc(c23)C1=O,12%
O=c1[nH]c(=S)[nH]c(O)c1C=Nc1ccccc1-c1ccccc1,14%
Cc1[nH]c2ccccc2c1/C=N/NC(=O)c1cccc(Br)c1,3%
CCN1C(=O)/C(=C\c2ccc([N+](=O)[O-])cc2)C(C(=O)OC)=C1C,5%
CCCOc1ccc(C(=O)Nc2ccc(O)c(-c3nc4ccccc4s3)c2)cc1,10%
Cc1ccc2oc(-c3cccc(N=C/C=C/c4ccc(Cl)cc4)c3C)nc2c1,14%
Cc1cc2c(c(=O)o1)C(c1ccc(Br)s1)C(C#N)=C(N)O2 (stereo unspecified),17%
O=[N+]([O-])c1cccc(CN2CCN(Cc3ccco3)CC2)c1,6%
CCN(CC)CCNC(=O)c1ccc(Cl)c(Cl)c1,13%
Cc1ccc(/C=C2/SC(=S)N(NC(=O)c3ccccc3C)C2=O)cc1,6%
Cc1cc(C)cc(N(CC(=O)NC(C(C)C)C(C)C)S(C)(=O)=O)c1,0%
COc1ccc(CCN2C(=O)/C(=C\c3c(F)cccc3Cl)SC2=S)cc1OC,0%
COC(=O)c1ccc(/C=C2\C(=O)NC(=S)N(c3cccc(Br)c3)C2=O)cc1,15%
O=C1SCCC1NS(=O)(=O)c1ccc(F)cc1 (stereo unspecified),15%
CCOC(=O)C1=C(C)NC2=C(C(=O)CCC2)C1c1ccc(Cl)c(Cl)c1 (stereo unspecified),0%
COc1ccc(NC(=O)/C=C/c2cc(Br)ccc2OC)cc1Cl,14%
CC(C)c1ccc(/C=C/C(=O)Nc2cccc(C(F)(F)F)c2)cc1,6%
COc1ccccc1N(CC(=O)Nc1ccc(F)c(Cl)c1)S(=O)(=O)c1ccccc1,4%
CN(C)CCCNC1CCCCCCCCCCC1,25%
Cc1[nH]c2ccccc2c1/C=C(\C#N)C(=O)Nc1cccc(Cl)c1C,9%

# Remaining list, next part.
SMILES,RNase H inhibition
Cc1ccccc1OCCOc1ccc(Br)cc1/C=C1\SC(N)=NC1=O,33%
CN(C)CCNC(=O)C(NC(=O)c1ccccc1)C12CC3CC(CC(C3)C1)C2 (stereo unspecified),6%
CC1=C(C(=O)c2ccccc2)C(c2ccc(Br)cc2)NC(=O)N1 (stereo unspecified),20%
CCC1(c2ccccc2)C(=O)N(C(=O)c2ccccc2)C(=O)N(C(=O)c2cccc(I)c2)C1=O (stereo unspecified),7%
CCN1C(=O)/C(=C\c2ccc(-c3ccc(C(=O)O)cc3)o2)N(CC)C1=S,16%
CCOc1ccc(NC(=O)c2ccc(OC)cc2)c([N+](=O)[O-])c1,4%
Cc1ccc(-c2nc(-c3cccnc3)no2)cc1[N+](=O)[O-],28%
COc1ccc(OCC(O)Cn2c(C(C)C)nc3ccccc32)cc1 (stereo unspecified),7%
C=CCn1c(-c2ccc(OCC)cc2)n[nH]c1=S,6%
O=C(Nc1ccc(Cl)c(Cl)c1)c1cccc(F)c1,0%
COc1ccc(S(=O)(=O)N(CCc2ccccc2)CC(=O)NC2CCCC2)cc1,7%
COc1ccccc1NC(=O)CCN1C(=O)c2cccc([N+](=O)[O-])c2C1=O,7%
Fc1ccc(NC(=S)NCC2CCCO2)cc1 (stereo unspecified),2%
O=C(/C=C\Nc1ccccn1)c1ccc(Cl)cc1,9%
CCc1cc(C)cc(OCCOc2ccc(C=C3C(=O)NC(=S)NC3=O)cc2)c1,33%
Oc1cc(N=C/C=C/c2cccc(Br)c2)ccc1-c1nc2ccccc2s1,28%
O=C(Nc1ccc(I)cc1F)Nc1cccc2ccccc12,15%
N#C/C(=C\c1ccc(-c2ccc(Cl)c(C(=O)O)c2)o1)C(=O)NCc1ccccc1,10%
CCOC(=O)CC(=O)c1sc2nccc(N(C)C)c2c1N,0%
C=CCc1cccc(/C=N/c2sc3c(c2C#N)CCCC3)c1O,3%

# Exported field by field: entries from further up
Structure: CC1=C(C(=O)c2ccccc2)C(c2ccc(Br)cc2)NC(=O)N1 (stereo unspecified)
  RNase H inhibition: 20%
Structure: CCC1(c2ccccc2)C(=O)N(C(=O)c2ccccc2)C(=O)N(C(=O)c2cccc(I)c2)C1=O (stereo unspecified)
  RNase H inhibition: 7%

# As a short view, 16 of the compounds above:
SMILES,RNase H inhibition
CCN1C(=O)/C(=C\c2ccc(-c3ccc(C(=O)O)cc3)o2)N(CC)C1=S,16%
CCOc1ccc(NC(=O)c2ccc(OC)cc2)c([N+](=O)[O-])c1,4%
Cc1ccc(-c2nc(-c3cccnc3)no2)cc1[N+](=O)[O-],28%
COc1ccc(OCC(O)Cn2c(C(C)C)nc3ccccc32)cc1 (stereo unspecified),7%
C=CCn1c(-c2ccc(OCC)cc2)n[nH]c1=S,6%
O=C(Nc1ccc(Cl)c(Cl)c1)c1cccc(F)c1,0%
COc1ccc(S(=O)(=O)N(CCc2ccccc2)CC(=O)NC2CCCC2)cc1,7%
COc1ccccc1NC(=O)CCN1C(=O)c2cccc([N+](=O)[O-])c2C1=O,7%
Fc1ccc(NC(=S)NCC2CCCO2)cc1 (stereo unspecified),2%
O=C(/C=C\Nc1ccccn1)c1ccc(Cl)cc1,9%
CCc1cc(C)cc(OCCOc2ccc(C=C3C(=O)NC(=S)NC3=O)cc2)c1,33%
Oc1cc(N=C/C=C/c2cccc(Br)c2)ccc1-c1nc2ccccc2s1,28%
O=C(Nc1ccc(I)cc1F)Nc1cccc2ccccc12,15%
N#C/C(=C\c1ccc(-c2ccc(Cl)c(C(=O)O)c2)o1)C(=O)NCc1ccccc1,10%
CCOC(=O)CC(=O)c1sc2nccc(N(C)C)c2c1N,0%
C=CCc1cccc(/C=N/c2sc3c(c2C#N)CCCC3)c1O,3%

# Further records:
SMILES,RNase H inhibition
CC(=O)Nc1ccc(Nc2nc(C)c([N+](=O)[O-])c(N(C)c3ccccc3)n2)cc1,18%
Cc1ccc(O)c(/C=N/NC(=O)C2COc3ccccc3O2)c1 (stereo unspecified),9%
O=C(NCCN1CCOCC1)c1ccccc1Br,1%
O=C(Nc1cccc(F)c1)C1CC(=O)N(c2ccccc2)C1 (stereo unspecified),2%
Nc1ccc(-c2ccc(N3C(=O)c4cccc5c(Cl)ccc(c45)C3=O)cc2)cc1,37%
CCCOC(NC(=O)CC)(C(F)(F)F)C(F)(F)F,5%
Cc1ccccc1N1C(=O)CC(SC2=NCCS2)C1=O (stereo unspecified),0%
COc1ccc(/C(C)=N/N=C2/NC(=O)C(CC(=O)Nc3ccc(C)cc3)S2)cc1 (stereo unspecified),19%
O=C(Nc1cc(C(F)(F)F)ccc1Cl)c1ccc2ccccc2n1,4%
N#Cc1c(/N=C/c2cccc(Cl)c2Cl)sc2c1CCCC2,2%
CC1=NN(c2ccc(C(F)(F)F)cc2[N+](=O)[O-])C(=O)C1,3%
CCCN1C(=O)c2ccccc2NC1c1ccc(Br)cc1 (stereo unspecified),2%
CCN1C(=O)NC(c2ccccc2[N+](=O)[O-])C(C(=O)OCCOC)=C1C (stereo unspecified),31%
CCOCCOC(=O)C1=C(C)NC(=O)CC1c1ccc([N+](=O)[O-])cc1 (stereo unspecified),16%
O=C(NCCc1ccccc1)C(=O)N/N=C/c1ccccc1F,7%
CC1(C)CC(=O)C(C=Nc2ccccc2)=C(O)C1,4%
CCc1cc(C)cc(OCCOc2cccc(/C=N/NC(N)=S)c2)c1,12%
O=C(O)c1cc(-c2cccc(Cl)c2)nc2ccccc12,2%
O=C(N/N=C/c1cc(Cl)cc([N+](=O)[O-])c1O)NC12CC3CC(CC(C3)C1)C2,9%
CCc1ccccc1NC(=O)C(F)(Cl)C(F)(F)F (stereo unspecified),5%
Cc1cc2c(cc1C)C(=O)NC(C)(C)C2,0%
Cc1cccc(C(C)C)c1NC(=O)Nc1ccc(Cl)cc1,11%
CN(Cc1ccccc1)S(=O)(=O)c1cc(Cl)ccc1Cl,7%
CC1=C(C(=O)Nc2ccccc2)C(c2ccc3c(c2)OCO3)NC(=S)N1 (stereo unspecified),2%
NC(=O)c1cccc(N=Cc2ccc(Br)cc2)c1,5%
COc1ccccc1-c1c(C(F)(F)F)oc2cc(OCc3ccccc3)ccc2c1=O,12%
COc1ccc(/C=C/C(=O)Nc2ccccc2C(F)(F)F)cc1Br,2%
Cc1ccc(N2C(=O)CC(NCCc3ccc(S(N)(=O)=O)cc3)C2=O)cc1Cl (stereo unspecified),0%
CCOC(=O)COc1ccccc1/C=C1\C(=O)NC(=O)N(c2ccc(Cl)cc2)C1=O,8%
COc1cc(C(=O)Nc2c(-c3ccccc3)c3cc(Br)ccc3[nH]c2=O)cc(OC)c1OC,1%
COc1ccc(NC(=S)NC(=O)c2cc3ccccc3cc2OC)c(OC)c1,7%
Cc1ccc(NC(=O)c2cccc(N3C(=O)C4C5c6ccccc6C(c6ccccc65)C4C3=O)c2)cc1Cl (stereo unspecified),2%
COc1ccc(CNC(=O)c2ccc([N+](=O)[O-])cc2)cc1,7%
COc1ccc(S(=O)(=O)N(CCc2ccccc2)CC(=O)NC2CCCCC2)cc1,4%
CC(=O)c1cc(F)c(N2CCN(c3cc(C)c([N+](=O)[O-])cc3F)CC2)cc1C,6%
Cc1ccc(OCc2cc(C(=O)Nc3ccccc3)oc2C)cc1,7%
CN(C(=O)COc1ccc(Cl)cc1Cl)C1CCS(=O)(=O)C1 (stereo unspecified),7%
CN(C)S(=O)(=O)c1ccc(C(=O)Nc2cc(Cl)cc(Cl)c2)cc1,3%
CCN(C=NC1=NN(c2cccc(C(F)(F)F)c2)CC1)CC,11%
Cc1ccccc1CSCC(=O)Nc1cc(Cl)cc(Cl)c1,18%
O=C1N/C(=N/N=C/c2ccccc2)SC1Cc1ccccc1Cl (stereo unspecified),0%
COc1ccc(CCNC(=O)C2CC3c4ccccc4C2c2ccccc23)cc1OC (stereo unspecified),16%
N/C(CSc1nc(-c2ccccc2)c(-c2ccccc2)o1)=N\O,19%
CCOc1cccc(OCCOc2ccc(C)c(C)c2)c1,27%
CCOC(=O)c1ccc(N2C(=O)CC(NCCc3ccc(OC)cc3)C2=O)cc1 (stereo unspecified),2%
O=C(Nc1ccc(O)c(-c2nc3ccccc3s2)c1)c1ccccc1F,0%
O=C(CSc1nsc(SCC(=O)C2CC2)n1)C1CC1,4%
COc1ccc(C2CC(=O)C3=C(C2)Nc2ccccc2NC3c2cc(Br)ccc2OC)cc1OC (stereo unspecified),15%
